VIM-2 inhibitor: VIM-2 metallo-beta-lactamase inhibitors, primary screen, biochemical, epi-absorbance readout, Pseudomonas aeruginosa enzyme. purified VIM-2, nitrocefin hydrolysis, epi-absorbance fluorescence. inhibition, % at 5.6 µM. 0.89% of 290,000 active. AID 1527, 2009;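 active = inhibition above the mean of all tested compounds plus 3 SD, cutoff set per screening run, cut at about 7.5% in these data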;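 also: red hydrolysis product quenches plate fluorescence so inhibitors raise well fluorescence; 0% = enzyme with DMSO and 100% = DMSO without enzyme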
PHOSPHO1 block: PubChem AID 1565; Phosphoethanolamine/phosphocholine phosphatase (Homo sapiens), Q8TCT1; recombinant PHOSPHO1, absorbance phosphatase assay; inhibition, % at 13.3 µM; 1.1% of 290,000 active; in the data active = inhibition above about 60%
Target sequence (Q8TCT1 whole entry, looked up): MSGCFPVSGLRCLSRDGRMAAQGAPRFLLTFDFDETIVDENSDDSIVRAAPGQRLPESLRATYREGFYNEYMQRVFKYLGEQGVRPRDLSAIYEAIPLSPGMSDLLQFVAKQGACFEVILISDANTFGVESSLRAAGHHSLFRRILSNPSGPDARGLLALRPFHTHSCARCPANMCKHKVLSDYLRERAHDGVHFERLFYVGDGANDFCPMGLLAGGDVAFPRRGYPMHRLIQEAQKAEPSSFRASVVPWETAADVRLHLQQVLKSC
IMP-1 inhibitor: IMP-1 metallo-beta-lactamase inhibitors, primary screen, biochemical, epi-absorbance readout, Pseudomonas aeruginosa enzyme. metallo-beta-lactamase IMP-1 (Pseudomonas aeruginosa). purified IMP-1, nitrocefin hydrolysis, epi-absorbance fluorescence. inhibition, % at 5.6 µM. 0.45% of 290,000 active. AID 1556, 2009;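 active = inhibition above the mean plus 3 SD of all compounds in the same screening run, cut at about 4.5% in these data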;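 also: 0% = IMP-1 with DMSO and 100% = DMSO wells lacking enzyme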
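Material – recombinant IMP-1 enzyme, purified · Amount – IMP-1 0.2 nM before substrate addition · Medium – HEPES buffer pH 7.1 with ZnSO4 and Brij 35 · Timing – 25 °C, 15 min preincubation, 25 min reaction · Measured by – plate fluorescence quenching by hydrolysis product, ex 480/em 530 nm · Read-out – percent enzyme inhibition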
IDE act: human IDE activators in live cells, primary screen, fluorescence polarization, HEK cells, FAbeta-B substrate | Insulin-degrading enzyme (Homo sapiens), P14735 | FAbeta-B cleavage; 0% vehicle, 100% cell-free pure enzyme wells | activation, % at 5.96 µM | 0.073% of 340,000 active | AID 493087, 2011;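 active = activation above the mean of all tested compounds plus 3 SD, set per screening campaign, cut at about 17% in these data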
MEKK3 PB1 HTS: modulators of MEKK3-MEK5 PB1 binding, primary screen, biochemical, wildtype MEKK3, multiplex bead flow cytometry, Alexa488-MEK5; binding response (% of control), % at 10 µM; Mitogen-activated protein kinase kinase kinase 3 (Homo sapiens), Q99759; 1.4% of 290,000 active; bead-based flow cytometry, Alexa488-MEK5 binding to MEKK3; actives lie on both sides; 0 = blocked by unlabeled MEK5, 100 = vehicle;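 active = binding response more than 3 SD above or below the average of its plate-row segment, actives on both sides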;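 also: Alexa488 bead fluorescence after subtracting the streptavidin-only scavenger bead signal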
Target sequence (Q99759 whole entry, looked up): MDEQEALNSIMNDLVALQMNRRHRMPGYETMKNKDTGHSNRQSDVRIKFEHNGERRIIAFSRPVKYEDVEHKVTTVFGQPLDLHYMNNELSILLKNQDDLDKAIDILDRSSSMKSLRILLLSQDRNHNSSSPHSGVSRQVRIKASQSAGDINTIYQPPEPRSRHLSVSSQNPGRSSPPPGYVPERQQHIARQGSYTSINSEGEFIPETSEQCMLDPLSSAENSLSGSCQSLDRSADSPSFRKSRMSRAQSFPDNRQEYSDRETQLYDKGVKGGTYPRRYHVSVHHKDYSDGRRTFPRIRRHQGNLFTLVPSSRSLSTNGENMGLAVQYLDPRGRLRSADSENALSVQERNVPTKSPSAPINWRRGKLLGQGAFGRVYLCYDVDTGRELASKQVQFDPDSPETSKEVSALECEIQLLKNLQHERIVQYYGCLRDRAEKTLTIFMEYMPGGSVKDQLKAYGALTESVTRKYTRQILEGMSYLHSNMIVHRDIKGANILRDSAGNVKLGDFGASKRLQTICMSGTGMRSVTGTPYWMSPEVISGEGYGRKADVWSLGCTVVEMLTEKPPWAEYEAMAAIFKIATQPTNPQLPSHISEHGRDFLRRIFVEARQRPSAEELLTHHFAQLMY
NS3 helicase inh: inhibitors of HCV NS3 helicase, primary screen, biochemical, Cy5 molecular beacon fluorescence | NS3 helicase DNA unwinding | 0.56% of 290,000 active | inhibition, % at 10.9 µM;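 active = inhibition above the mean of all tested compounds plus 3 SD, set per campaign, cut at about 35% in these data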;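 also: 0% = DMSO wells and 100% = thioflavine S control wells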
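System: Hepatitis C virus NS3 helicase domain fragment enzyme | Reagent: Annealed dual-labelled DNA beacon duplex, ATP-started | Compound dosing: 10.9 µM single point, 0.8% DMSO | Incubation: 1 h reaction at 25 °C, ATP-initiated | Technique: Cy5 fluorescence | Evaluation: Percent inhibition from t60/t0 fluorescence ratio | Benchmarks: Low DMSO, high thioflavine S at 110 µM | Replication: Singlicate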
FID counter: compounds displacing fluorescent DNA intercalator, primary screen, artefact control for HCV NS3 helicase inhibitor project, biochemical, FID fluorescence; inhibition, % at 7.9 µM; 0.17% of 290,000 active; AID 1845, 2009; DNA fluorescent intercalator displacement; in the data active = inhibition above about 37%;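 also: 0% = vehicle and 100% = reference compound; higher means more ethidium bromide displaced from hairpin DNA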
UBC9 SUMO inh: inhibitors of in vitro SUMOylation cascade, primary screen, biochemical, HTRF, uHTS; SUMO-conjugating enzyme UBC9 (Homo sapiens), P63279; HTRF SUMOylation assay, SAE1/SAE2 + UBC9; inhibition, % at 35 µM; 0.36% of 290,000 active; in the data active = inhibition above about 50%, passing the limit was not always enough; also: strong numbers were not always called active
pCIP destab: p/CIP-EGFP fusion destabilizers, primary screen, fluorescence, F442A cells. decrease of EGFP signal, % at 10 µM. 0.01% of 290,000 active. 16 h;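 active = EGFP signal decrease of at least 30% at 10 µM or well 3 SD below plate mean, unless failing retest; inactive = the rest, including hits failing retest or dose response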; also: some compounds called inactive have numbers as strong as hits; many of its hits are not listed in these tables
Numbers without * were called inactive; nt = not tested or not shown.

Value order: VIM-2 inhibitor, PHOSPHO1 block, IMP-1 inhibitor, IDE act, MEKK3 PB1 HTS, NS3 helicase inh, FID counter, UBC9 SUMO inh, pCIP destab
Cc1ccccc1OCC(=O)NCC(=O)N/N=C/c1cccc([N+](=O)[O-])c1
→ -3.0, 48, -4.3, nt, 96, -18, -2, 2, 8
COc1cccc(NC(=O)c2sc(Cl)nc2C)c1
→ 0.3, 8, -1.2, 5, 108, -1, -2, -4, -8
O=C(Nc1ccc(Cl)cc1)N1CCN(c2ccccc2)CC1
→ -0.9, -8, -3.7, -11, 99, 2, -4, -14, 4
O=C(CCCCC(=O)NC1CCCC1)NC1CCCC1
→ 0.6, -11, 0.9, 1, 88, -3, -5, 6, -13
COc1ccc(N2CCN(CCCNC(=O)C3CCN(S(=O)(=O)N4CCOCC4)CC3)CC2)cc1
→ 0.6, -17, -0.3, 4, 93, -4, 17, -29, 12
O=C(OCc1ccccc1)Oc1cncc(C(=O)O)c1
→ -5.3, -3, 1.7, 6, 101, -4, 0, -5, 9
Nc1nonc1/C(=N/O)N1CCN(CCO)CC1
→ -3.2, -8, -2.3, 0, 95, 9, -5, -4, -8
NS(=O)(=O)c1ccc(NC(=S)NCc2ccc(F)cc2)cc1
→ -0.9, -5, -2.1, -3, 102, 3, 0, 15, -9
Cc1ccc(N(C(=O)c2ccc(S(=O)(=O)N3CCCC3)cc2)C2C=CS(=O)(=O)C2)cc1 (configuration not stated)
→ -2.4, 48, -1.1, 5, 105, 2, -39, 19, -13
Cc1ccc(C(C(=O)NC2CCCC2)N(C(=O)c2csnn2)C2CC2)cc1 (configuration not stated)
→ -1.3, 26, -0.6, 3, 101, 21, -30, -15, -6
Cc1ccccc1N1CC(=O)Nc2c(oc3nc(-c4ccccc4)cc(C)c23)C1=O
→ -1.1, -1, -1.6, 3, 92, 9, -10, 32, 0
Cc1ccc(OCC(=O)N(C)CC(=O)Nc2ccc(F)cc2)c([N+](=O)[O-])n1
→ -3.9, 7, -2.9, -3, 94, 6, 7, 0, -8
COc1ccc(C(=O)Nc2nc3ccccc3[nH]2)cc1S(=O)(=O)N1CCCC1
→ -0.1, 16, -1.9, 6, 95, 5, -16, -2, -16
Cc1onc(C(N)=O)c1C(=O)Nc1ncc(C(F)(F)F)cc1Cl
→ -3.1, 32, -3.7, -2, 99, 2, 13, -8, -6
CCCCC(c1nnnn1Cc1ccco1)N1CCN(c2nc3ccccc3s2)CC1 (configuration not stated)
→ -0.8, -8, -1.8, -1, 103, -9, -22, 12, -15
FC(F)(F)c1ccc(CSc2ccccn2)cc1
→ -2.0, 13, -3.4, -1, 106, -23, -1, 1, -1
CN(CC(=O)NC1CCCCCCC1)S(=O)(=O)c1cnc[nH]1
→ -2.7, -19, -3.0, 1, 101, -2, -3, 11, -6
O=C(c1ccc(F)cc1)n1c(=S)nc2ccccn21
→ 0.6, 17, -0.8, 5, 78, 12, -4, 26, -7
CN1C(=O)N(S(=O)(=O)c2ccc(F)c(F)c2F)C(=O)C1(C)C
→ -2.4, 14, -1.2, 0, 105, 1, -2, 0, -5
O=C(NCc1cccc(Cl)c1)c1ccc(N2CC3CC(C2)c2cccc(=O)n2C3)c(NC(=O)c2cccnc2)c1 (configuration not stated)
→ -2.5, 8, -1.9, -5, 104, -6, -45, 13, -5

The final three compounds of the section before open the next one:
Value order: VIM-2 inhibitor, PHOSPHO1 block, IMP-1 inhibitor, IDE act, MEKK3 PB1 HTS, NS3 helicase inh, FID counter, UBC9 SUMO inh, pCIP destab
O=C(c1ccc(F)cc1)n1c(=S)nc2ccccn21
→ 0.6, 17, -0.8, 5, 78, 12, -4, 26, -7
CN1C(=O)N(S(=O)(=O)c2ccc(F)c(F)c2F)C(=O)C1(C)C
→ -2.4, 14, -1.2, 0, 105, 1, -2, 0, -5
O=C(NCc1cccc(Cl)c1)c1ccc(N2CC3CC(C2)c2cccc(=O)n2C3)c(NC(=O)c2cccnc2)c1 (configuration not stated)
→ -2.5, 8, -1.9, -5, 104, -6, -45, 13, -5
Cc1ccc(NC(=O)COc2ncnc3sccc23)cc1S(=O)(=O)N(C)C
→ -3.9, 5, -3.0, 3, nt, 4, -3, 2, 3
COc1ccc(/C=C/C(=O)OCC(=O)Nc2cc3oc4ccccc4c3cc2OC)cc1
→ -0.7, 18, 0.3, nt, 102, 10, -1, 3, -11
CC(C)Nc1nc(NC(C)(C)C)nc(Oc2ccc(=O)n(-c3ccccc3)n2)n1
→ -1.3, 33, -1.9, 6, 108, -6, -7, -6, -14
CCNC(=S)N(CCc1ccc(OC)c(OC)c1)Cc1cc2cc(OC)ccc2[nH]c1=O
→ -2.5, -21, -1.7, -1, 100, 2, -9, 15, -13
COc1ccc(-c2nn(C)c(=O)[nH]2)cc1
→ 0.1, 21, -2.9, 4, 103, 3, -4, 2, -4
COc1ccc(CN2CCNC(=O)C2CC(=O)N(C)CC2CCOCC2)cc1OC (configuration not stated)
→ -1.8, 18, -3.4, 6, 100, -1, -16, 17, -8
Cc1ccc2c(c1)N(CCC(=O)NC1CC1)C(=O)C(C)O2 (configuration not stated)
→ 3.7, -5, -1.6, 3, 102, 18, -3, 9, -10
CC(C)(C)c1ccc2c(c1)N(CC(=O)O)C(=O)CO2
→ 0.7, 21, -0.1, 0, 105, 1, -4, 3, -7
CCOc1cc(NC(=O)C2CC2)c(OCC)cc1NC(=O)c1ccccc1OCC
→ -0.7, 40, -3.7, 4, 102, -19, -25, -15, -6
O=c1[nH]c(/C=C\c2ccc(O)c(O)c2)nc(O)c1[N+](=O)[O-]
→ -2.7, 34, -6.0, -1, 98, 10, -2, 9, -2
O=C(NCc1ccc(OC(F)(F)F)cc1)C1CC(c2ccccc2[N+](=O)[O-])=NO1 (configuration not stated)
→ -2.3, -1, 0.7, -1, 106, -15, -7, -32, 0
CC(=O)c1cccc(CN2CCN(Cc3ccc(C)cc3)C(CCO)C2)c1 (configuration not stated)
→ -0.4, 23, -0.3, -5, 100, 6, 2, 13, 12
CN1CC(c2ccccc2Cl)C2(COc3ccccc3C2=O)C12C(=O)Nc1ccccc12 (configuration not stated)
→ 1.3, 9, -2.4, 6, 98, 0, -27, -51, 7
CCN(CC(=O)Nc1ccc(OC)c(Cl)c1)CC(=O)NC(C)C
→ -3.2, -8, -4.0, -4, 97, 1, -9, 10, -1
COc1ccc(CN(C)CCc2ccccn2)cc1OC
→ -1.7, -5, -1.5, -1, 97, 3, 8, 1, 3
CN(C)c1ccc(NC(=O)c2cccc(N3C(=O)CCC3=O)c2)cc1
→ -1.0, 66*, -2.1, 3, 102, 0, -3, 11, -16
CN(C)c1nc(Oc2ccc(OCCOc3ccccc3)nn2)nc(N(C)C)n1
→ -3.6, 52, -3.5, 0, 98, 9, -9, 12, -14
COc1ccc(CCNC(=O)c2ccc(SC)cc2OC)cc1
→ -2.9, -11, -3.2, 4, 106, 6, -27, 2, -2
Cc1ccc(NC(=O)C(CC(C)C)NC(N)=O)cc1 (configuration not stated)
→ -3.1, -6, -2.8, 6, 113, -6, -2, -6, 3
N=C1c2ccccc2CN1c1ccc(S(=O)(=O)N2CCCCC2)cc1
→ -2.8, 53, -2.5, 1, nt, 10, 0, 8, -15
Cc1ccc(-n2nc(-c3ccco3)cc2C(=O)O)c(C)c1
→ -2.5, -2, 0.0, 3, 96, 47*, -29, 38, -20
COC(=O)c1ccc(C23CC4(C2)[C@H](CN(C)[C@@H]4c2ccccc2)C3c2ccc(Cl)nc2)cc1 (some centres not stated)
→ nt, 22, nt, 2, 104, nt, nt, 3, -6
CCC1CCCCN1C(=O)c1ccc2nc(Cc3ccc(OC)cc3)oc2c1 (configuration not stated)
→ -1.6, 15, -1.2, 1, 104, -1, -40, 2, 4
Cc1ccc(C(=O)N2N=C(c3ccc(Br)cc3)CC2c2ccccc2O)cc1 (configuration not stated)
→ 0.2, 24, -3.4, 2, 100, -12, -14, 2, 6
CCC(C(=O)Nc1ccc([N+](=O)[O-])cn1)c1ccccc1 (configuration not stated)
→ -2.0, nt, -1.5, 6, 100, 4, 3, -1, 1
CN(Cc1ccccc1)S(=O)(=O)c1cccc2nsnc12
→ 0.1, -1, -0.8, 5, 99, -4, -3, 11, -2
COC(=O)[C@]1(C)CCC[C@@]2(C)C3CC[C@@]4(C)C[C@]3(CC[C@H]12)C[C@H]4O (some centres not stated)
→ -0.7, -20, -1.6, -2, 105, -12, -36, -16, -10
C#CCN(C(=O)c1ccc(OC2CCN(Cc3ccccn3)CC2)cc1)C1CCCCC1
→ -2.9, 51, -2.7, 6, 102, -9, 6, 1, 7
O=C(NC1CCCCC1)NC1CC2CCC(C1)N2C(=O)NCc1ccccc1 (configuration not stated)
→ -2.4, -2, -3.3, nt, nt, 4, 7, 2, -4
COc1ccc(CCNS(=O)(=O)c2ccc3c(c2)CCN3C(=O)CCC(=O)O)cc1OC
→ -2.1, -7, -5.0, 7, 114, -3, -24, 7, 2
OC(COCc1ccccc1)CN1CCN(c2ccccc2F)CC1 (configuration not stated)
→ -3.3, -14, -4.0, 4, 100, -3, 2, 12, -4
COCC(=O)Nc1ccccc1-c1ccccc1
→ -2.7, 28, -3.4, 4, 101, 3, -10, 9, -1
COc1ccc(CNC(=O)CCC(=O)N2CCN(S(=O)(=O)c3ccc(Cl)cc3)CC2)cc1
→ 0.9, 28, -1.7, 3, 87, -6, -29, 2, 12

The list is partial; count on the stated rates, not on these rows.
